Assay outcomes from PubChem BioAssay.
KCNQ2 inh – KCNQ2 potassium channel inhibitors, primary screen, cell-based, CHO-K1, FluxOR thallium flux, B-score (AID 2156); 20 min; active compounds read low; B-score at 10 µM; hit rate 1.1% among 310,000;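 active means fluorescence ratio B-score at most minus 3 library SDs, with starting brightness B-score within 2 library SDs, cut at about -5.5 in these data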
Target sequence (O88943 whole entry, looked up): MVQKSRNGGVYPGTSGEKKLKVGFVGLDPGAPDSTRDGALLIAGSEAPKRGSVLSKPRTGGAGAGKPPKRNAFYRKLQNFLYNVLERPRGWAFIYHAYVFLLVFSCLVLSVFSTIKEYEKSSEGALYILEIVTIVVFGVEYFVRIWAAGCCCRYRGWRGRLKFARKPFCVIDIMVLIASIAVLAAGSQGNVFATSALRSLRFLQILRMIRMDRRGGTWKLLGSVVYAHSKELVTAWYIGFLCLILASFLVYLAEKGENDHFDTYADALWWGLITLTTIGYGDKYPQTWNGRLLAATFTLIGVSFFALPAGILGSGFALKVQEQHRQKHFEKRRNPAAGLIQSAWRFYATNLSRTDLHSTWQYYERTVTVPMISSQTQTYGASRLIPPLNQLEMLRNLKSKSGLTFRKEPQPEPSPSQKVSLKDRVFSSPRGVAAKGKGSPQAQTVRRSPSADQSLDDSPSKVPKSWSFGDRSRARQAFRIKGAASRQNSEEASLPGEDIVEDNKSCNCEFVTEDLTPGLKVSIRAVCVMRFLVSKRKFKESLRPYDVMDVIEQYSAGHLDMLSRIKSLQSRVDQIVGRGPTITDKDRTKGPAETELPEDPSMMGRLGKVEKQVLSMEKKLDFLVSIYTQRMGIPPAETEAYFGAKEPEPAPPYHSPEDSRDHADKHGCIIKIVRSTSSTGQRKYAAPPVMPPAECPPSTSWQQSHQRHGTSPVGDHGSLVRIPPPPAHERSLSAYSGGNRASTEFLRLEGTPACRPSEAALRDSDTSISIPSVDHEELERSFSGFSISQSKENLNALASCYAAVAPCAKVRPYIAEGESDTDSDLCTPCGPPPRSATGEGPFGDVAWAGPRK
STK33 kinase inh – inhibitors of purified STK33 kinase, primary screen, biochemical, ADP-Glo luminescence, homogeneous, cell-free; Serine/threonine-protein kinase 33 (Homo sapiens), Q9BYT3; MBP phosphorylation; inhibition, % at 10 µM; hit rate 0.073% among 320,000; AID 2661, 2010;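 active means inhibition at or above 25%, using the most active replicate where run in duplicate; inactive means inhibition below 25%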
OX1R antag – antagonists of human orexin 1 receptor (OX1R). OX1R-expressing cells, FRET antagonist read-out. Orexin/Hypocretin receptor type 1 (Homo sapiens), O43613. hit rate 1.8% among 330,000. inhibition, % at 6.6 µM; in the data active means inhibition mostly above about 38%, no sharp cut-off; inactive means mostly below about 40%;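 further: 0% = agonist challenge alone and 100% = reference antagonist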
An asterisk follows results filed as active; i = inactive; / = no result given.

SMILES	KCNQ2 inh	STK33 kinase inh	OX1R antag
Cc1ccc(NC(=S)NC(=O)c2ccc(-c3ccc(Cl)cc3)o2)c(O)c1	i	-1.5	11.1
O=C(C1CCCC1)N1CCN(S(=O)(=O)c2ccc(Cl)cc2)CC1	i	-0.2	4.8
COC(=O)CN1C(=O)c2cccc3cccc1c23	i	0.4	-10.1
CC1CCN(C(=O)c2[nH]cnc2C(=O)NC2CCN(C(=O)OC(C)(C)C)CC2)CC1	/	-0.1	4.4
Cc1n(CC(O)COCc2ccccc2)c2ccccc2[n+]1C (stereo not given)	i	-0.8	8.2
NC(=O)CN1CCN(C(=O)NC2CCCCC2)CC1	i	-0.4	19.2
CCOC(=O)c1c(NC(=O)C2C3CCC(O3)C2C(=O)O)sc(C)c1-c1ccc(F)cc1 (stereo not given)	i	-0.6	58.8
Oc1c(C=NCc2ccc(F)cc2)[nH]c2ccc(Br)c(Cl)c12	i	/	27.5
C[C@@H]1CN([C@H](C)CO)C(=O)c2cc(NS(=O)(=O)c3cn(C)cn3)ccc2O[C@@H]1CN(C)S(C)(=O)=O	/	-0.8	3.0
COc1ccc(C(=O)NC(=S)NNC(=O)CNC(=O)C2CCCCC2)cc1	i	-0.7	35.1
S=C1Nc2ccccc2Sc2ccc(Cl)cc21	i	-1.0	29.9
COc1ccc(OC)c(Nc2nc(N)nc(CCl)n2)c1	i	-1.1	3.9
Cn1cnnc1SC(C(=O)c1ccccc1)c1ccccc1 (stereo not given)	i	-0.1	-1.3
CCOC(=O)/C(C#N)=C/c1c(N2CCN(C)CC2)nc2ccccn2c1=O	i	-0.5	37.5
CC(=O)O[C@@H]1C[C@H]2C(C)=C[C@H]3OC(=O)[C@@H](C)[C@H]3C[C@H]2[C@]1(C)O	i	-0.6	18.4
Cc1nc2c(c(=O)n1CCC1=CCCCC1)c1nc3ccccc3nc1n2/N=C/c1ccccc1	-5.74*	1.0	12.6
Cc1onc(-c2c(F)cccc2Cl)c1C(=O)NC1CC1	i	-0.3	19.6
CCOC(=O)Cc1csc(SCC(=O)N2CCN(c3ccc(OC)cc3)CC2)n1	i	0.7	10.4
COc1ccc(Cl)cc1C(Nc1cccnc1)c1ccc2cccnc2c1O (stereo not given)	i	-0.5	16.6
Cc1nc2ccc(NC(=O)CS(=O)(=O)c3ccccc3)cc2s1	i	-0.8	1.3
O=C1CC(c2cccc([N+](=O)[O-])c2)c2c(ccc3ccccc23)N1 (stereo not given)	i	-1.6	18.9
Cc1ccc(OCc2nc(-c3ccc(Cl)cc3)n[nH]2)cc1	i	-0.4	20.5
CCN(CC(=O)NCc1ccc(Cl)cc1)C(=O)c1cccc(S(=O)(=O)Nc2ccc(OC)cc2)c1	i	-1.2	22.5
N#CC1(NC(=O)CSc2nnc(Cc3ccccc3)o2)CCCCC1	/	-0.1	15.2
CCOC(=O)/C(C#N)=C/Nc1ccccc1OC	i	0.6	4.9

Going on with the list.
SMILES	KCNQ2 inh	STK33 kinase inh	OX1R antag
O=C(Nc1ccc(Nc2ccncc2)cc1)c1ccc(Nc2ccnc3ccc([N+](=O)[O-])cc23)cc1[N+](=O)[O-]	i	1.0	16.1
COc1ccc(-c2csc(NC(=O)C3=NN(c4ccccc4)C(=O)CC3)n2)cc1	i	0.2	37.3
Cc1cc(NC(=O)COC(=O)C2CC(=O)N(c3ccc(Cl)cc3)C2)no1 (stereo not given)	i	-1.9	10.2
Nc1nc(NC(=O)c2cccc(S(=O)(=O)N3CCCCCC3)c2)nc(-c2ccccc2)n1	i	-1.1	16.3
COc1ccc(CNC(=O)C(=O)c2cn(CC(=O)N3CCOCC3)c3ccccc23)cc1	i	0.1	5.5
COC(=O)C(NC(C)=O)(Nc1ccc(Br)cn1)C(F)(F)F (stereo not given)	i	-0.5	15.4
COc1ccccc1NS(=O)(=O)c1cccc(C(=O)N2CCN(Cc3ccc4c(c3)OCO4)CC2)c1	i	-0.7	25.2
Cc1csc2ncnc(NNC(=O)c3ccc(Cl)cc3)c12	i	-0.1	23.6
COc1ccc(CCNC(=O)C(=O)N2CCCC2)cc1OC	i	-0.3	3.7
COc1ccccc1OCCC(=O)N1CCN(c2ccccc2OC)CC1	i	-0.5	6.7
C/C(=N/NC(N)=S)c1ccc(Br)s1	i	0.7	8.0
COc1ccc(C(=O)NC2c3ccccc3-c3ccccc32)cc1	i	-0.7	14.0
Cc1cccc(-n2ccnc2SCC(=O)Nc2cc(C)on2)c1	i	-1.5	14.9
Cc1ccc(C(=O)COC(=O)c2cccc(NC(=O)c3ccc([N+](=O)[O-])cc3[N+](=O)[O-])c2)cc1	i	-0.2	11.6
O=C(NCCO)c1ccc2c3n(nc2c1)-c1ccccc1CO3	i	2.0	32.1
COc1ccc(NC(=O)COC(=O)CC23CC4CC(CC(C4)C2)C3)c([N+](=O)[O-])c1	-6.08*	-1.1	18.2
Cc1ccc(C(=O)c2ccccc2C(=O)OCC(=O)N2CC(C)CC(C)C2)cc1 (stereo not given)	/	0.3	7.3
CC1CN(C(=O)COc2ccc3ccccc3c2)CC(C)O1 (stereo not given)	/	-1.2	13.2
O=C(CSc1n[nH]c(=O)[nH]c1=O)N/N=C/C=C/c1ccccc1	i	-1.0	26.4
N#CC1=C(N)NC(SCC(=O)Nc2ccccc2)=C(C#N)C12CCCCC2	i	0.0	13.7
O=C(Cn1c(CO)nc2ccccc21)NCCc1ccccc1	i	-2.1	17.6
CCN1CNC(=S)N(C(C)c2ccccc2)C1 (stereo not given)	i	-0.3	12.7
CCc1cccc(N(CC(=O)NC2CCCCC2)C(=O)c2csnn2)c1	i	-0.1	4.8
O=c1[nH]c(SCc2ccccc2)nc2c1cnn2-c1ccc(F)cc1	i	-1.3	13.1
Cc1ccc(C(=O)N2CCN(c3cccc(Cl)c3)CC2)cc1C	i	0.0	-2.4

Additional compounds
SMILES	KCNQ2 inh	STK33 kinase inh	OX1R antag
COc1ccc(NC(=O)Cn2nnc(C(=O)Nc3ccccc3C)c2N)cc1	i	-0.9	12.6
Cc1c(NC(=O)C(C)OC(=O)c2cccc(S(=O)(=O)N(C)C)c2)c(=O)n(-c2ccccc2)n1C (stereo not given)	i	-0.4	7.8
COc1ccc(N=C2SC(CC(=O)Nc3ccccc3F)C(=O)N2Cc2ccco2)cc1 (stereo not given)	i	-0.3	21.5
COC(=O)CS(=O)(=O)c1ccsc1C(=O)Nc1ccc(F)c(F)c1	i	-2.2	13.1
O=C1C2=C(SCCS2)C(=O)N1CCCO	i	-0.5	31.7
CCOC(=O)C1CCN(C(=O)c2cccc(S(=O)(=O)N(C)C3CCCCC3)c2)CC1	i	1.0	29.2
CCCOc1c(OC)cccc1C1CC(=O)Nc2cc3c(cc21)OCO3 (stereo not given)	i	-0.3	24.1
COc1ccc(-c2nc3c(c4nnc(SC(C)C(=O)Nc5ccc(C)cc5)n24)COC(C)(C)C3)cc1 (stereo not given)	i	4.9	22.5
Cc1[nH]n(-c2ccccc2)c(=O)c1N=Nc1nccs1	i	0.3	33.6
CC1CCN(CCCNC(=O)c2cc3c(Cl)nc4ccccc4c3s2)CC1	i	4.4	1.9
Cc1cc(OCC(=O)N2CCC(C(=O)O)CC2)c2c(C)c(C)c(=O)oc2c1	i	0.0	13.6
COc1ccc(NC(=O)CNS(=O)(=O)c2cccs2)cc1	i	-2.2	7.0
O=C(O)C1Nc2ccc(C(F)(F)F)cc2C2OCCC12 (stereo not given)	i	-1.0	29.7
O=C(NC1CCN(S(=O)(=O)c2ccc(F)cc2)CC1)c1cccc(F)c1	i	1.7	9.3
CNC(=O)CSc1nnc(-c2ccco2)n1-c1ccccc1	i	-3.3	6.6
C[C@@H]1C(=O)O[C@H]2[C@H](O)[C@@]34[C@H]5C[C@@H](C(C)(C)C)[C@]36[C@@H](OC(=O)[C@@H]6O)O[C@@]4(C(=O)O5)[C@@]12O	i	-2.1	9.8
CC(Oc1ccc(Br)cc1)C(=O)NCC(c1ccco1)N1CCCCC1 (stereo not given)	i	-0.7	3.6
O=C(CNS(=O)(=O)c1ccccc1)N1CCN(Cc2ccccc2)CC1	i	-1.0	11.0
CCCCC(=O)Nc1c(O)c2ccccc2[nH]c1=O	i	-0.3	0.8
Cc1ccccc1CNC(=O)c1cc(COc2ccc(F)cc2F)on1	i	-0.4	20.6
COC(=O)CC/C(O)=C1/C(=N)CC(C)(C)CC1=O	i	0.4	12.8
COc1cc(C(=O)Nc2ccc3c(c2)CCCN3C(=O)c2ccco2)c([N+](=O)[O-])cc1OC	i	-0.8	21.6
O=C(CSc1nnc(NC(=O)Cc2ccc(F)cc2)s1)NCc1ccco1	i	-0.6	14.3
COc1ccc(NC(=O)C2CCN(S(=O)(=O)c3c(C)noc3C)CC2)cc1	i	-2.1	12.6
O=C(CC(c1ccccc1)c1ccco1)N1CCOCC1 (stereo not given)	i	-0.3	2.9

2 entries drawn at random from those above, as already listed:
SMILES	KCNQ2 inh	STK33 kinase inh	OX1R antag
O=C(CSc1nnc(NC(=O)Cc2ccc(F)cc2)s1)NCc1ccco1	i	-0.6	14.3
COc1ccc(Cl)cc1C(Nc1cccnc1)c1ccc2cccnc2c1O (stereo not given)	i	-0.5	16.6

Following part.
SMILES	KCNQ2 inh	STK33 kinase inh	OX1R antag
COc1cc(OC)cc(C(=O)NNC(=O)CCC2CCCC2)c1	/	-0.9	12.9
O=C(O)c1cncc(SCc2ccccc2)n1	i	-2.9	3.8
O=c1cc(O)c2ccccc2n1Cc1ccccc1	i	0.5	5.1
COc1ccc(NC(=O)/C(C#N)=C\c2ccc(-c3cccc(C(=O)O)c3C)o2)cc1	i	6.1	14.0
CCOc1ccccc1NS(=O)(=O)c1ccc2c(c1)n(C)c(=O)c(=O)n2C	i	-1.5	-0.1
CC(NC(=O)c1ccc2c(c1)OCO2)C1CCCO1 (stereo not given)	i	-0.1	-0.3
COc1ccc(C(c2oc(CO)cc(=O)c2O)c2oc(CO)cc(=O)c2O)cc1	i	0.4	20.4
COc1ccc(OC)c(CNc2ncc(-c3cccc([N+](=O)[O-])c3)n2C)c1	i	0.4	36.3
Cc1cc(C)c2c3c(sc2n1)C(c1cccc(F)c1)C(C#N)=C(N)O3 (stereo not given)	i	0.0	10.3
C/C=C/c1ccc(OCC(=O)Nc2ccc(C(N)=O)cc2)c(OC)c1	i	-0.7	8.5
Cc1ccc2cccc(NC(=S)NC(=O)c3c(Br)cnn3C)c2n1	i	-0.8	16.1
CCCN1C(=O)C(O)(c2c(C)[nH]c3ccccc23)c2ccccc21 (stereo not given)	i	0.6	1.4
COc1ccccc1OCc1nc2ccccc2n1C	i	0.0	-4.2
CCOC(=O)c1[nH]c2ccccc2c1NC(=O)c1ccco1	i	0.7	19.7
CCN(C1CCCCC1)S(=O)(=O)c1cn(C)c(=O)n(C)c1=O	i	7.2	20.5
COCCNC(=O)CN(C(=O)c1ccc(N2CCCC2)nc1)c1ccc(F)c(Cl)c1	i	-0.1	/
Cc1c(C(=O)NNC(=S)Nc2cccc(Cl)c2)nnn1-c1ccccc1	i	-1.1	20.6
Cc1ccc(CNc2nnnn2C)cc1	i	-0.5	2.5
COc1ccc(CN2CN(c3ccc(Cl)cc3)C(=O)N(n3cnnc3)C2)cc1	i	-1.6	7.5
Cc1cc(C(=O)NNC(=S)NC(C)c2ccccc2)c2ccccc2n1 (stereo not given)	i	-0.8	17.3
O=C(O)C1CCN(S(=O)(=O)c2ccc(Cl)s2)CC1	/	-1.3	6.5
O=C(CCC(=O)OCC(=O)c1ccc(Br)cc1)NC1CCCCC1	i	-0.4	18.3
O=C(CN1CCC(NC(=O)Nc2ccccc2)CC1)Nc1cccc([N+](=O)[O-])c1	i	-2.6	18.3
Cc1nc(-c2ccccc2)c(-c2ccccc2)[nH]1	i	0.3	2.3
Cc1cc(-c2[nH]nc3c2C(c2ccc(Cl)cc2)C(C#N)=C(N)O3)c(C)s1 (stereo not given)	i	-6.2	17.8

A second format for some results above.
Fields: KCNQ2 inh | STK33 kinase inh | OX1R antag
O=c1cc(O)c2ccccc2n1Cc1ccccc1
  i | 0.5 | 5.1
Cc1ccc2cccc(NC(=S)NC(=O)c3c(Br)cnn3C)c2n1
  i | -0.8 | 16.1
COc1ccc(CN2CN(c3ccc(Cl)cc3)C(=O)N(n3cnnc3)C2)cc1
  i | -1.6 | 7.5
O=C(CCC(=O)OCC(=O)c1ccc(Br)cc1)NC1CCCCC1
  i | -0.4 | 18.3
COc1ccc(OC)c(CNc2ncc(-c3cccc([N+](=O)[O-])c3)n2C)c1
  i | 0.4 | 36.3
Cc1cc(C(=O)NNC(=S)NC(C)c2ccccc2)c2ccccc2n1 (stereo not given)
  i | -0.8 | 17.3

Other results follow.
SMILES	KCNQ2 inh	STK33 kinase inh	OX1R antag
O=C(Nc1cc2c(cc1Cl)OCCCO2)c1ccccc1	i	3.6	11.2
COc1cc(Cl)c(NS(=O)(=O)c2cc3[nH]c(=O)c(=O)[nH]c3cc2C)c(OC)c1	i	0.8	10.4
COc1ccc(N2CCN(c3ncnc4nc[nH]c34)CC2)cc1	i	0.1	12.0
CCOc1ccc(NC(=O)CSc2nnc(-c3ccco3)n2C)cc1	i	0.0	26.1
Cc1cccc(C)c1OCc1cc(C(=O)NC2CCC(O)CC2)no1 (stereo not given)	i	-0.7	17.6
CCOCCCNCc1c(Cl)cccc1Cl	i	-1.0	8.6
CC(C)Cc1cc(C(=O)N2CCN(C(c3ccccc3)c3ccccc3)CC2)no1	i	-0.6	18.0
COc1ccc(-n2c(C)nc3cc(C(=O)NCc4ccco4)ccc32)cc1	i	0.9	12.4
COc1ccc(C(=O)OCCN2CCCCC2)cc1	i	-0.4	6.5
COC(=O)CCN(C(=O)c1cccc([N+](=O)[O-])c1)c1ccccn1	i	0.3	2.8
Cc1ccc(S(=O)(=O)n2ccc(=O)[nH]2)cc1	i	0.4	40.8
Cc1ccc(NC(=S)N/N=C2\CCCCC2C)cc1 (stereo not given)	i	-1.8	7.7
CC/C(=N\NC(=S)Nc1cccc(C)c1)c1ccccc1	i	-0.6	9.9
